RECQ1 inh = blocks DNA unwinding by human RECQ1. 0.54% of 240,000 active. RECQ1 DNA unwinding, red fluorescence kinetic read. P46063. Potency, µM (doses to about 57.3 µM), for inactives: top-dose activity, negative = inhibition, usual class: inhibitors;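 note: plate controls were vehicle for no effect and no enzyme for full effect; nearly all actives have a fitted effect of over 30% in size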
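50 nM RECQ1T1 preincubated 15 min with compound in Tris pH 8.0 buffer with MgCl2, DTT, Tween-20 and 2.5 ug/ml poly(dI-dC); started with 200 nM TAMRA/BHQ-2 forked duplex and 2 mM ATP. Unwinding read as fluorescence (525/598 nm), two reads 2 h apart.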
L3MBTL1 block = inhibitors of human L3MBTL1; Potency, µM (top dose mostly 57.1 µM), for the others: at the highest dose activity, negative = inhibition, usual class: inhibitors; AlphaScreen L3MBTL1–H3K9me1 peptide binding; Q9Y468; AID 485360; 0.66% of 230,000 active; note: nearly all actives have a fitted effect of over 60% in size
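Read-out is AlphaScreen signal from streptavidin donor and nickel chelate acceptor beads (10 ug/mL final each) bridging L3MBTL1 (50 nM) and biotinylated K9-monomethylated H3(1-15) peptide (75 nM), after 30 min compound exposure at room temperature.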
TRb-SRC2 inh = disrupts binding of human TR beta to SRC2. P10828. TRbeta-SRC2 peptide binding, fluorescence polarization; receptor liganded with 1 µM T3. Potency, µM (titrated, usually from 106 µM), without a hit: top-dose activity change, negative = inhibition, hits mostly inhibitors. 0.065% of 280,000 active. AID 1469;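 note: plate controls were bound peptide for no effect and peptide without receptor for full effect; nearly all actives have a fitted effect of over 50% in size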
Target sequence (P10828 whole entry, looked up): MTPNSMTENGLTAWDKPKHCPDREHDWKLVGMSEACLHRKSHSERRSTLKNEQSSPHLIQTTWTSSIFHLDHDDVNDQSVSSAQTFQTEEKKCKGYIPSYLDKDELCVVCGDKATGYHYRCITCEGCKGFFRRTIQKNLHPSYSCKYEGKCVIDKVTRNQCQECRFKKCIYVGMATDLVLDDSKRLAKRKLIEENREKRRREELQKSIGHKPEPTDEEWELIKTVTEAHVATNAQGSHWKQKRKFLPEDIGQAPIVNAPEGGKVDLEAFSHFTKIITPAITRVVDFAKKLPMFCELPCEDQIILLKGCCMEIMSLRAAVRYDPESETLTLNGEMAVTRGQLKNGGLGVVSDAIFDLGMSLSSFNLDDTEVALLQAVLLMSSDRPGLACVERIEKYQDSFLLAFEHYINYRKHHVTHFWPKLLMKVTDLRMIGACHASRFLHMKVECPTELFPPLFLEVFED
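Assay buffer: 20 mM Tris-HCl, 100 mM NaCl, 10% glycerol, 1 mM EDTA, 0.01% NP-40, 1 mM DTT, 1 uM T3, 5% DMSO; TRb LBD 0.6 uM, Texas Red SRC2 20 nM; FP after 5 hr.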
GAA glycogen = GAA glycogen-cleavage inhibition or activation; P10253; recombinant GAA, glycogen substrate, Amplex Red glucose oxidase fluorescence; Potency, µM (doses to about 76.4 µM), for the others: at the top dose activity change, negative = inhibition, actives largely listed as inhibitors; 0.38% of 300,000 active; AID 2100;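 note: 0% = full enzyme reaction and -100% = no-enzyme basal signal; the screen sought inhibitors and activators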
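Recombinant enzyme (4 nM final) with compounds titrated up to 77 uM and bovine liver glycogen (30 ug) in citrate pH 5.0, 0.01% Tween-20, 37 C 40 min. Released glucose detected by Amplex Red/glucose oxidase (Ex 573/Em 610); AC50 from Hill fits.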
RGS12 GoLoco inh = inhibitors of human Gai1-RGS12 GoLoco interaction (red fluorophore); Gai1:RGS12 GoLoco peptide FP, rhodamine, 10 min; Potency, µM (highest dose often 61.6 µM), inactives show top-dose activity, negative = inhibition, usual class: inhibitors; 0.44% of 230,000 active; P63096; AID 880; active = well fitted inhibition curve with a large enough effect, not every such curve was filed as active; inactive = no such curve, though single readings can be large or run the other way; note: nearly all actives have a fitted effect of over 30% in size; many of its hits are not listed in these tables
Target sequence (P63096 whole entry, looked up): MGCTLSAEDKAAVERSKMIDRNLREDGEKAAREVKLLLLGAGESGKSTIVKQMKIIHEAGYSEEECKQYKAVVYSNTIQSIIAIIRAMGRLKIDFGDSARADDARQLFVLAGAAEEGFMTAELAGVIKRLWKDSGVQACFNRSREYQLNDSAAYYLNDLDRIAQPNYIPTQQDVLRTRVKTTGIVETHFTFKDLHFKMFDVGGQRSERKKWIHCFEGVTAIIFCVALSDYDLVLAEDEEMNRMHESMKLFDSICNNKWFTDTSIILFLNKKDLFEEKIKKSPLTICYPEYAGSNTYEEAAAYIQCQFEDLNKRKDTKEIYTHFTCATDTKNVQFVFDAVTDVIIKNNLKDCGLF
GAA spleen mod = inhibits or activates alpha-glucosidase in human spleen homogenate; human spleen homogenate, 4-MU-alpha-glucoside fluorescence; Potency, µM (series often up to 79.9 µM), for the others: at the highest dose activity change, negative = inhibition, most hits filed as inhibitors; 0.006% of 240,000 active; AID 2112;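 note: 0% = enzyme with vehicle and -100% = no enzyme basal signal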
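AC50 values come from Hill-equation fits of concentration-response data, normalized to no-enzyme and full-activity controls. Enzyme source: 1 ug human spleen homogenate; 1 mM fluorogenic 4-MU glucoside, pH 5.0 citrate buffer, 37 C, 40 min.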
GAA inhib = blocks human lysosomal alpha-glucosidase; purified human GAA, 4-MU-alpha-glucoside fluorescence; Potency, µM (doses to about 76.9 µM), without a hit: at the highest dose activity change, negative = inhibition, usual class: inhibitors; 0.005% of 200,000 active; AID 1466;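 note: plate controls were uninhibited enzyme wells for no effect and no-enzyme background for full effect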
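AC50 values come from Hill fits of compound titrations (up to 77 uM) against 4 nM human enzyme. Substrate 4-methylumbelliferyl-alpha-D-pyranoside at 400 uM, pH 5.0 citrate buffer, 20 min room temperature; fluorescence Ex 365/Em 440 after alkaline stop.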
TexasRed fluor = alters Texas Red total fluorescence, flagging assay interference. TRb/SRC2 Texas Red total fluorescence interference. Potency, µM (top dose mostly 106 µM), inactives show top-dose fluorescence change, negative = quenching. 0.29% of 280,000 active; active = well fitted curve in either direction with a large enough effect; inconclusive = small, poorly fitted or top-dose-only effect
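Flags fluorescent or light-absorbing compounds by total fluorescence, S + 2P, at 555 nm excitation and 632 nm emission. Mixture: 20 nM Texas Red SRC2 peptide, 0.6 uM human TRb LBD, 1 uM T3, 5% DMSO; compound exposure 5 h at ambient temperature.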
Starred values were filed as active, the others as inactive. Unless noted, calls come from the whole dose curve; as a rule, active = well fitted curve in the direction sought with a large enough effect; inconclusive = small, poorly fitted or top-dose-only effect, or another doubt; inactive = no such curve, though single readings can be large; an effect the other way counts as inactive or inconclusive. Unless noted, % is set by controls: 0 for no effect and ±100 for the full control effect; potency is the fitted concentration of half-maximal effect. Not all compounds are listed, so the mix of outcomes need not match the whole.

Results for C=COCCNC(=S)Nc1ccccc1 ?
RECQ1 inh: -7%; L3MBTL1 block: -29%; TRb-SRC2 inh: 0%; GAA glycogen: -10%; RGS12 GoLoco inh: 17%; GAA spleen mod: -13%; GAA inhib: 10%; TexasRed fluor: -3%

Results for O=C(OCC(=O)N1CCc2ccccc2C1)c1cccs1 ?
RECQ1 inh: 1%; TRb-SRC2 inh: 3%; GAA glycogen: 6%; RGS12 GoLoco inh: -1%; GAA spleen mod: 3%; GAA inhib: -14%; TexasRed fluor: -2%

Results for CCOc1ccc(NC(=O)CN(C)CC(=O)NC2CCCc3ccccc32)cc1OCC (stereo not drawn) ?
RECQ1 inh: -12%; L3MBTL1 block: -3%; TRb-SRC2 inh: -21%; GAA glycogen: 1%; RGS12 GoLoco inh: -15%; GAA spleen mod: -6%; GAA inhib: -9%; TexasRed fluor: -2%

Results for COc1ccc(C(=O)Nc2ccccc2NC(=O)c2ccco2)cc1OC ?
RECQ1 inh: inactive; L3MBTL1 block: 6%; TRb-SRC2 inh: -14%; GAA glycogen: 0%; RGS12 GoLoco inh: -9%; GAA spleen mod: -5%; GAA inhib: -11%; TexasRed fluor: 0%

What do the screens show for `O=C(N[C@@H](Cc1c[nH]c2ccccc12)C(=O)NC1CC1)c1ccccc1Cl`?
RECQ1 inh: -13%; L3MBTL1 block: 8%; TRb-SRC2 inh: 2%; GAA glycogen: -1%; RGS12 GoLoco inh: 2%; GAA spleen mod: 0%; GAA inhib: -4%; TexasRed fluor: 0%

How did CC(C)c1ccccc1NC(=S)NCc1ccccc1F do in these assays?
RECQ1 inh: 6%; L3MBTL1 block: 4%; TRb-SRC2 inh: -3%; GAA glycogen: -18%; RGS12 GoLoco inh: 12%; GAA spleen mod: -2%; GAA inhib: -1%; TexasRed fluor: -1%

What do the screens show for `CC(C)(C)C(=O)[C@H]1[C@H](c2ccccc2)[C@@]2(N=C(c3ccccc3)OC2=O)C2c3ccccc3C=NN21` (stereo partly drawn)?
RECQ1 inh: -16%; L3MBTL1 block: -3%; TRb-SRC2 inh: 3%; GAA glycogen: -17%; RGS12 GoLoco inh: 10%; GAA spleen mod: -8%; GAA inhib: 1%; TexasRed fluor: -1%

What do the screens show for `COc1ccc2cc(C3CC(c4ccco4)=NN3C(=O)CCC(=O)O)c(Cl)nc2c1` (stereo not drawn)?
RECQ1 inh: -8%; L3MBTL1 block: -7%; TRb-SRC2 inh: -5%; GAA glycogen: 8%; RGS12 GoLoco inh: 1%; GAA spleen mod: -5%; GAA inhib: -12%; TexasRed fluor: -2%

How did Cn1c2c(c(=O)n(C)c1=O)[C@@H]1c3c(ccc4ccccc34)OC[C@@H]1CO2 do in these assays?
RECQ1 inh: -15%; L3MBTL1 block: 8%; TRb-SRC2 inh: 5%; GAA glycogen: 3%; RGS12 GoLoco inh: -1%; GAA spleen mod: -5%; GAA inhib: -11%; TexasRed fluor: -4%

Results for Cc1ccc(S(=O)(=O)NC(=O)c2cc(C)n(CC(c3ccccc3)N(C)C)c2C)cc1 (stereo not drawn) ?
RECQ1 inh: -1%; L3MBTL1 block: 22%; TRb-SRC2 inh: -4%; GAA glycogen: 3%; RGS12 GoLoco inh: 4%; GAA spleen mod: -3%; GAA inhib: inconclusive; TexasRed fluor: 0%

What do the screens show for `COc1cc(C(=O)NCCSc2ccc(Br)cc2)cc(OC)c1OC`?
RECQ1 inh: -1%; L3MBTL1 block: 1%; TRb-SRC2 inh: -7%; GAA glycogen: -5%; RGS12 GoLoco inh: 6%; GAA spleen mod: 6%; GAA inhib: -6%; TexasRed fluor: 1%

What do the screens show for `COC(=O)c1ccc(NC(=O)NCCCl)cc1`?
RECQ1 inh: -1%; L3MBTL1 block: 6%; TRb-SRC2 inh: 2%; GAA glycogen: -5%; RGS12 GoLoco inh: 6%; GAA spleen mod: -9%; GAA inhib: 4%; TexasRed fluor: 0%

How did CCOc1ccc(OCCSc2nc(-c3ccccc3)cc(=O)[nH]2)cc1 do in these assays?
RECQ1 inh: inactive; L3MBTL1 block: -10%; TRb-SRC2 inh: -6%; GAA glycogen: 5%; RGS12 GoLoco inh: 3%; GAA spleen mod: 6%; GAA inhib: 3%; TexasRed fluor: 0%

Results for O=C(CN1C(=O)C2CC=CCC2C1=O)Nc1ccc(S(=O)(=O)N2CCOCC2)cc1 (stereo not drawn) ?
RECQ1 inh: 4%; L3MBTL1 block: 19%; TRb-SRC2 inh: 2%; GAA glycogen: 0%; RGS12 GoLoco inh: 8%; GAA inhib: -9%; TexasRed fluor: -1%

What do the screens show for `Cc1ccc(C(=O)Nc2c3c(nn2C(C)(C)C)CS(=O)(=O)C3)cc1C`?
RECQ1 inh: -6%; L3MBTL1 block: -1%; TRb-SRC2 inh: -22%; GAA glycogen: 2%; RGS12 GoLoco inh: 1%; GAA spleen mod: 7%; GAA inhib: -5%; TexasRed fluor: -4%

How did Cc1ccc(CN(Cc2cc3cccc(C)c3[nH]c2=O)C(=S)NCCCN(C)C)cc1 do in these assays?
RECQ1 inh: inactive; L3MBTL1 block: -2%; TRb-SRC2 inh: -7%; GAA glycogen: -6%; RGS12 GoLoco inh: 11%; GAA spleen mod: 2%; GAA inhib: 7%; TexasRed fluor: 0%

What do the screens show for `O=C(Nc1ccccc1-c1nnc(SCc2ccccc2)o1)c1ccccc1`?
RECQ1 inh: inactive; L3MBTL1 block: 21%; TRb-SRC2 inh: -1%; GAA glycogen: 3%; RGS12 GoLoco inh: 3%; GAA spleen mod: 5%; GAA inhib: 0%; TexasRed fluor: -2%

How did COC(=O)C1=C(O)/C(=C\c2cc(C)n(-c3ccc(F)cc3)c2C)N=C1C do in these assays?
RECQ1 inh: 11%; TRb-SRC2 inh: -1%; GAA glycogen: -5%; RGS12 GoLoco inh: 0%; GAA spleen mod: -21%; GAA inhib: 3%; TexasRed fluor: -1%

Results for CC1(C)c2ccccc2-c2nc3ccccc3cc2C1O (stereo not drawn) ?
RECQ1 inh: inactive; L3MBTL1 block: -5%; TRb-SRC2 inh: 5%; GAA glycogen: -9%; RGS12 GoLoco inh: 13%; GAA spleen mod: -7%; TexasRed fluor: 0%

Results for O=c1oc2cc(OCc3c(F)c(F)c(F)c(F)c3F)ccc2cc1-c1ccccn1 ?
RECQ1 inh: -5%; L3MBTL1 block: 4%; TRb-SRC2 inh: -3%; GAA glycogen: 11%; RGS12 GoLoco inh: 4%; GAA spleen mod: -11%; GAA inhib: inconclusive; TexasRed fluor: 1%

Results for CNC(=S)Nc1ccc2nc(C)c(C)nc2c1 ?
RECQ1 inh: -5%; L3MBTL1 block: 2%; TRb-SRC2 inh: 2%; GAA glycogen: -10%; RGS12 GoLoco inh: 13%; GAA spleen mod: -9%; GAA inhib: -4%; TexasRed fluor: -1%

How did COc1ccc(C(=O)N2CCN(S(=O)(=O)c3ccc(C)cc3)CC2)cc1S(=O)(=O)N1CCOCC1 do in these assays?
RECQ1 inh: 1%; TRb-SRC2 inh: 4%; GAA glycogen: -2%; RGS12 GoLoco inh: 3%; GAA spleen mod: -1%; TexasRed fluor: -2%

How did S=C(Nc1ccc2nc(-c3ccccn3)c(-c3ccccn3)nc2c1)N1CCCCC1 do in these assays?
RECQ1 inh: -9%; L3MBTL1 block: 3%; TRb-SRC2 inh: 2%; GAA glycogen: 14%; RGS12 GoLoco inh: 9%; GAA spleen mod: -2%; GAA inhib: 10%; TexasRed fluor: 6%

How did O=C(CN1CCc2ccccc2C1)Nc1cc(S(=O)(=O)N2CCOCC2)ccc1N1CCOCC1 do in these assays?
RECQ1 inh: -1%; L3MBTL1 block: 2%; TRb-SRC2 inh: 4%; GAA glycogen: -5%; RGS12 GoLoco inh: 9%; GAA spleen mod: 7%; GAA inhib: -3%; TexasRed fluor: -2%

What do the screens show for `CC(=C/c1ccco1)/C=N/NC(=O)c1nnn(-c2nonc2N)c1CN(C)C`?
RECQ1 inh: -12%; L3MBTL1 block: -30%; TRb-SRC2 inh: -1%; GAA glycogen: 2%; RGS12 GoLoco inh: 9%; GAA spleen mod: -1%; GAA inhib: 3%; TexasRed fluor: -4%

What do the screens show for `Oc1c(Cl)ccc(Cl)c1Cl`?
RECQ1 inh: -2%; TRb-SRC2 inh: 8%; RGS12 GoLoco inh: -5%; GAA spleen mod: -1%; TexasRed fluor: 0%

Not a retest: entries from further up.
Results for O=c1oc2cc(OCc3c(F)c(F)c(F)c(F)c3F)ccc2cc1-c1ccccn1 ?
RECQ1 inh: -5%; L3MBTL1 block: 4%; TRb-SRC2 inh: -3%; GAA glycogen: 11%; RGS12 GoLoco inh: 4%; GAA spleen mod: -11%; GAA inhib: inconclusive; TexasRed fluor: 1%

Results for CNC(=S)Nc1ccc2nc(C)c(C)nc2c1 ?
RECQ1 inh: -5%; L3MBTL1 block: 2%; TRb-SRC2 inh: 2%; GAA glycogen: -10%; RGS12 GoLoco inh: 13%; GAA spleen mod: -9%; GAA inhib: -4%; TexasRed fluor: -1%

How did COc1ccc(C(=O)N2CCN(S(=O)(=O)c3ccc(C)cc3)CC2)cc1S(=O)(=O)N1CCOCC1 do in these assays?
RECQ1 inh: 1%; TRb-SRC2 inh: 4%; GAA glycogen: -2%; RGS12 GoLoco inh: 3%; GAA spleen mod: -1%; TexasRed fluor: -2%

How did S=C(Nc1ccc2nc(-c3ccccn3)c(-c3ccccn3)nc2c1)N1CCCCC1 do in these assays?
RECQ1 inh: -9%; L3MBTL1 block: 3%; TRb-SRC2 inh: 2%; GAA glycogen: 14%; RGS12 GoLoco inh: 9%; GAA spleen mod: -2%; GAA inhib: 10%; TexasRed fluor: 6%
